B2AR arrestin: beta2AR (human) beta-arrestin recruitment activity. P07550. beta-arrestin recruitment to beta2AR, cell-based reporter. Potency, µM (top dose mostly 46.1 µM), for inactives: top-dose activation, usual class: activators. actives 0.02% (n = 330,000). AID 492947;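 note: potency is the fitted concentration of half-maximal effect; 0% = DMSO controls and full agonism = EC100 isoproterenol or metaproterenol; nearly all actives have a fitted effect of over 65% in size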
TRPV1 agonist: activates the human vanilloid receptor TRPV1; activation, % at 8.33 µM; TRPV1-expressing cells, Fluo-8 calcium influx, agonist mode; actives 0.19% (n = 320,000); in the data active = activation above about 80%; inconclusive = between about 30% and that limit; note: 0% is about no effect
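Fluo-8 calcium influx in TRPV1-expressing cells, kinetic read (ex 480/em 520 nm). Compound added and read 3 min for agonist activity, followed by capsaicin at EC20 final and 2 min further read for enhancement.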
uPA surface inh: cell surface uPA generation inhibition. cell surface uPA generation assay, qHTS. Potency, µM (series often up to 38.3 µM), without a hit: top-dose activity change, negative = inhibition, most hits filed as inhibitors. actives 0.31% (n = 330,000). AID 540303; active = well fitted inhibition curve with a large enough effect; inconclusive = small, poorly fitted or top-dose-only effect; inactive = no such curve, though single readings can be large or run the other way; tested in mouse RAW 264.7 cells; note: potency is the fitted concentration of half-maximal effect; % is set by controls: 0 for no effect and ±100 for the full control effect; nearly all actives have a fitted effect of over 55% in size
S-ASM inh: inhibitors of human secretory acid sphingomyelinase; P17405; placental ASM, HMU-PC fluorogenic substrate, 60 min; Potency, µM (top dose mostly 57.5 µM), for inactives: at the top dose activity change, negative = inhibition, usual class: inhibitors; actives 0.006% (n = 340,000); AID 504937; note: potency is the fitted concentration of half-maximal effect
Target sequence (P17405 47-631 limits assumed): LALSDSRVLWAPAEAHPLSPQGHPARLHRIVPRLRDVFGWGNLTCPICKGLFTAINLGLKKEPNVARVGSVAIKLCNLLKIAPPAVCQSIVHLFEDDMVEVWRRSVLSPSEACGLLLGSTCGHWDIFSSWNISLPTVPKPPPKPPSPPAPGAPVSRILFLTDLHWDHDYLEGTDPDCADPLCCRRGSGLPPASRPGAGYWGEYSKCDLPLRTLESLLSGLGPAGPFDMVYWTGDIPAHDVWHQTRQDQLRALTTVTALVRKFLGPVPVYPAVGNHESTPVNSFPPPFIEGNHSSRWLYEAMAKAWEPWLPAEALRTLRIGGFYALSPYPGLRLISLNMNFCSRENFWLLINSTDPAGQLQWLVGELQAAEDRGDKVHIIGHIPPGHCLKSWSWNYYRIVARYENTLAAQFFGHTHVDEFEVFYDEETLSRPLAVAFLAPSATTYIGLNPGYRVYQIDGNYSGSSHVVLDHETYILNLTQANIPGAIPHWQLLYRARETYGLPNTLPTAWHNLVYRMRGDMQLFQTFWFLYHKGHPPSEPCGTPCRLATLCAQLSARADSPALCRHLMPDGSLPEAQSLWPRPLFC
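Fluorescence read-out (Ex 386 nm, Em 447 nm) after stopping the reaction at pH 10. Enzyme: ASM from human placenta; substrate HMU-PC0, 9 uM final; 60 min, 37 °C. Compound preincubation 10 min, ambient temperature.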
Integrin act MD: activators of alpha7 integrin expression for muscular dystrophy; alpha7betagal myoblasts, beta-gal FDG fluorescence, 48 h; Potency, µM (series often up to 38.3 µM), inactives show at the highest dose activation, actives largely listed as activators; actives 0.064% (n = 350,000); AID 624291;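 note: potency is the fitted concentration of half-maximal effect; 100% = response of the positive control SU9516; nearly all actives have a fitted effect of over 60% in size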
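alpha7betagal+/- myoblasts (passage 13, 250/well) treated 48 h at 37C with compounds at 1:260 dilution of DMSO stock. Lysed, then beta-galactosidase activity read as FDG fluorescence (ex 480/em 540) after 30 min, with pre-read for autofluorescence.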
ELG1 genotox: induces genotoxicity in HEK293T cells with luciferase-tagged ELG1; HEK293T ELG1-luciferase reporter, luminescence, 16 h; Potency, µM (doses to about 46 µM), for the others: at the top dose activity change, positive = activation, hits mostly activators; actives 1.3% (n = 330,000); AID 504466; note: potency is the fitted concentration of half-maximal effect; % of control where 0% means no effect; nearly all actives have a fitted effect of over 60% in size
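ELG1-luciferase HEK293T cells, 2,000/well; compound pinned in; 16 hr, 37 °C, 5% CO2; ONE-Glo, 30 min RT; luminescence on CCD imager.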
Eya2 phos inh: blocks the phosphatase activity of human Eya2. Potency, µM (highest dose often 76.9 µM), for the others: at the top dose activity, negative = inhibition, hits mostly inhibitors. O00167. recombinant Eya2, OMFP fluorescence dephosphorylation (OMFP is methylfluorescein phosphate). actives 0.006% (n = 330,000); note: potency is the fitted concentration of half-maximal effect; % is set by controls: 0 for no effect and ±100 for the full control effect
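Eya2 (0.2 uM) preincubated 10 min at ambient with compound, then OMFP substrate added at 50 uM; 10 min reaction in 50 mM HEPES pH 7.5, 50 mM NaCl, 5 uM MgCl2, 0.05% BSA, 1 mM DTT. Fluorescence read at Ex 485/Em 525 nm.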
USP2a inh: blocks human ubiquitin-specific protease USP2a; O75604; actives 0.01% (n = 330,000); AID 463254; USP2 core, Ub-CHOP2 coupled fluorogenic reporter, 485/531; Potency, µM (doses to about 38.3 µM), inactives show at the top dose activity change, negative = inhibition, most hits filed as inhibitors;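 note: potency is the fitted concentration of half-maximal effect; plate controls were DMSO wells for no effect and full inhibition by NEM control for full effect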
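USP2 core (10nM final) preincubated 30min RT with compound in 20mM Tris-HCl pH 8.0, 2mM CaCl2, 2mM beta-mercaptoethanol, 0.05% CHAPS; 25nM Ub-CHOP2 plus 25nM reporter substrate added, fluorescence (Ex485/Em531) read after 60min.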
p53 reactivator: re-activators of mutant p53 | H1299 p53-A138V BP100-luciferase reporter, luminescence, 24 h | Potency, µM (doses to about 92.2 µM), without a hit: top-dose activity change, positive = activation, hits mostly activators | actives 0.063% (n = 320,000); note: potency is the fitted concentration of half-maximal effect; % of control where 0% means no effect; nearly all actives have a fitted effect of over 45% in size
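p53-null H1299 cells stably carrying temperature-sensitive p53-A138V and a BP100-luciferase reporter were pinned with compounds (4-point, 1:5 series) and held 24 hrs at 37 deg C. Luminescence was read 10 min after detection reagent.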
PTAP TSG101 blk: blocks PTAP/TSG101 interaction to inhibit HIV-1 budding; Q99816; Fluorescence polarization, FITC-PTAP peptide / Tsg101 binding; Potency, µM (doses to about 115 µM), without a hit: at the top dose activity change, negative = inhibition, hits mostly inhibitors; 340,000 tested, under 10 active; AID 493005; active = well fitted inhibition curve with a large enough effect in the main read-out, with a control signal flat, not every such curve was filed as active; inconclusive = small, poorly fitted or top-dose-only effect, or effect the other way, or a change in a side signal; inactive = no such curve, though single readings can be large or run the other way; note: potency is the fitted concentration of half-maximal effect; % of control where 0% means no effect
Target sequence (Q99816 whole entry, looked up): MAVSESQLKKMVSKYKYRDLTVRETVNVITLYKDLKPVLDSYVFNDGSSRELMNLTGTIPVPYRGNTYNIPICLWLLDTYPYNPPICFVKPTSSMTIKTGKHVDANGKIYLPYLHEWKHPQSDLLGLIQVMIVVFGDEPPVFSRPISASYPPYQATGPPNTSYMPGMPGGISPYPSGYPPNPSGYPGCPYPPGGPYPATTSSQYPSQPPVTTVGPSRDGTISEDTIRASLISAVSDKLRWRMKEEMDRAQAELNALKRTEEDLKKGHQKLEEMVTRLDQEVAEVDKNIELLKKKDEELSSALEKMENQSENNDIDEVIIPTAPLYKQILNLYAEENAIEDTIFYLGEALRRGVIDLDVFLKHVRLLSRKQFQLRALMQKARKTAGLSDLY
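Compounds were pin-transferred onto Tsg101 binding domain (10 uM final) in HEPES pH 7.5 buffer, then FITC-PTAP peptide was added at 50 nM final. After 20 min at RT, polarization reported peptide displacement across a qHTS concentration series.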
BRCA1 expr act: BRCA1 expression activation | actives 1.1% (n = 380,000) | MCF7-BRCA1-FFLuc reporter, luminescence, 48 h; response scale: scaled: vehicle 0%, 10 µM genistein 100% | Potency, µM (highest dose often 46.1 µM), without a hit: at the top dose activation, hits mostly activators; note: potency is the fitted concentration of half-maximal effect; nearly all actives have a fitted effect of over 80% in size; some results filed as inactive show a strong effect at the top dose
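Cells: MCF7-BRCA1-FFLuc, 2000/well. Exposure: 48 h, 37 °C, 5% CO2. Read: luminescence, 15 min post-substrate. Controls: genistein 10 microM (maximal activation), DMSO (neutral).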
* hit, by the source's call; i = inactive; ? = inconclusive; . = not tested or not shown; [ ] = remark or other dose. Unless noted, calls come from the whole dose curve; as a rule, active = well fitted curve in the direction sought with a large enough effect; inconclusive = small, poorly fitted or top-dose-only effect, or another doubt; inactive = no such curve, though single readings can be large; an effect the other way counts as inactive or inconclusive.

SMILES	B2AR arrestin	TRPV1 agonist	uPA surface inh	S-ASM inh	Integrin act MD	ELG1 genotox	Eya2 phos inh	USP2a inh	p53 reactivator	PTAP TSG101 blk	BRCA1 expr act
O=C(Cc1cc(=O)[nH]c(=O)[nH]1)NCc1ccccc1	-0.5%	5	6%	-4%	7%	-4%	8%	4%	6%	0%	30%
O=C(c1ccccc1)C(Cn1cncn1)C(Sc1ccccc1)c1ccccc1 (centres undefined)	-0.6%	?	-2%	-1%	-55%[inhibitor]	-21%	-1%	-8%	1%	0%	-18%
COc1cc(C=O)c(Cl)cc1OCC(N)=O	-0.3%	-2	1%	0%	21%	-2%	4%	0%	14%	-2%	6%
COc1cccc(OC)c1C(=O)Nc1ccccc1N1CCCC1	-0.2%	-3	-2%	4%	1%	0%	8%	6%	-8%	0%	-18%
O=C(Cc1cccc2ccccc12)N1CC[C@@]2(O)CCCC[C@H]2C1	-0.6%	10	-2%	4%	-21%	-1%	-18%	2%	0%	1%	-1%
O=C(CN1CCN(Cc2ccccc2)CC1)N1CCN(c2ccccc2)CC1	0.2%	0	-5%	7%	-14%	-2%	-8%	2%	-2%	1%	-11%
COc1cccc(NC(=O)c2ccc(NS(=O)(=O)c3cccs3)cc2)c1	-0.5%	-8	2%	5%	-2%	3%	6%	0%	3%	0%	-14%
CCCN=C1N(C)C[C@@H]2[C@@H]3C(=O)N(Cc4ccccc4)C(=O)[C@@H]3[C@](Cc3ccccc3)(C(=O)OC)N12	0.1%	.	15%	6%	12%	1%	8%	2%	-3%	-6%	24%
Cc1ccc(C(=O)NC2CCCCNC2=O)cc1C (centres undefined)	-0.4%	-4	-1%	-2%	-24%	17%	21%	1%	11%	-3%	77%
O=C(CSCc1ccc(Cl)cc1Cl)Nc1nccs1	0.2%	3	4%	0%	11%	4%	5%	-1%	7%	-6%	35%
CSc1ccc(CSCC(=O)N2CCN(S(=O)(=O)c3ccc(C)cc3C)CC2)cc1	-1.6%	8	-10%	-2%	13%	-5%	21%	26%	-3%	0%	-11%
CCN(CC)c1ccc(N=Cc2c(C)[nH]c3ccccc23)cc1	-0.2%	0	-6%	14%	-50%[inhibitor]	-9%	-12%	1%	-36%[inhibitor]	1%	-44%
CN1CCN(C(=O)CCN2C(=O)c3ccccc3C2=O)CC1	-0.2%	-1	19%	-1%	42%	1%	1%	-1%	0%	-2%	-2%
Cc1c(Br)c([N+](=O)[O-])nn1C(C)C(=O)N1CCCc2ccccc21 (centres undefined)	0.4%	-1	-18%	-8%	-33%	-2%	-21%	3%	10%	-4%	0%
Cc1cc(-c2ccccc2)nc(N/N=C/c2ccc(N(C)C)cc2)n1	.	.	-22%	-11%	0%	.	.	.	.	3%	-6%
COC(=O)c1ccc(C(=O)OC)c(NC(=S)N2CCN(c3cc(Cl)ccc3C)CC2)c1	-1.3%	3	-12%	30%[activator]	?	1%	3%	5%	2%	1%	-14%
Cc1oc(-c2ccccc2Cl)nc1CS(=O)CC(=O)NCc1ccc2c(c1)OCO2 (centres undefined)	0.0%	6	13%	-4%	-2%	4%	-1%	2%	-1%	-3%	0%
OCc1nc2ccccc2n1CCOc1ccccc1	.	.	-5%	0%	19%	.	.	.	.	-1%	-5%
O=C(CC12CC3CC(CC(Br)(C3)C1)C2)NC1=NCCS1	0.3%	11	4%	2%	40%	0%	3%	2%	1%	-3%	-10%
COc1ccc(-n2c(Cc3cccn3C)nnc2SCC(=O)Nc2nccs2)cc1	0.1%	-1	11%	-1%	-10%	0%	-2%	3%	-7%	-4%	6%
CCOc1ncccc1C(=O)N1CCN(S(=O)(=O)c2ccc3c(c2)OCCO3)CC1	-0.2%	3	-18%	4%	-22%	2%	-6%	0%	10%	-4%	-6%
CC(=O)Nc1ccccc1NC(=O)c1cc(C)cc(C)c1	-0.1%	4	-4%	2%	-9%	1%	7%	0%	-1%	2%	0%
Cc1ccc(OCCNS(=O)(=O)c2cccs2)cc1	0.3%	3	-2%	-1%	-21%	0%	-13%	-3%	19%	-1%	56%
O=C(c1cccc(-c2ccccc2F)c1)N1CC[C@@H](N2CCC(O)CC2)[C@H](O)C1	5.7%	-5	3%	0%	27%	-2%	-1%	4%	-8%	-1%	39%
COc1cc(NC(=O)COC(=O)Cc2ccc(-c3ccccc3)cc2)cc(OC)c1	-0.5%	6	4%	-16%	2%	-1%	9%	0%	7%	-4%	8%

Carrying on.
SMILES	B2AR arrestin	TRPV1 agonist	uPA surface inh	S-ASM inh	Integrin act MD	ELG1 genotox	Eya2 phos inh	USP2a inh	p53 reactivator	PTAP TSG101 blk	BRCA1 expr act
CCc1cccc(NC(=O)c2cccc(S(=O)(=O)N3CCN(C)CC3)c2)c1	-1.0%	1	-8%	2%[11.5 µM]	-23%	1%	-18%	1%	-8%	5%	5%
Cc1cc(Cc2ccc([N+](=O)[O-])cc2)c(C)cn1	0.5%	3	-2%	3%	-6%	-1%	-9%	1%	.	-1%	-32%
Cc1c(-c2cccc(NC(=O)c3ccco3)c2)nc2ncccn12	-0.1%	4	-6%	i	-10%	-7%	5%	-1%	0%	-2%	-14%
CN1N=C(c2ccc(F)c(F)c2)CSC1=NCc1ccccc1	-0.3%	0	2%	0%	21%	1%	-19%	3%	2%	4%	2%
Cc1nc2c(C#N)cnn2c2c1CCNN2C	-1.0%	1	1%	13%	-28%	1%	15%	0%	2%	-2%	-1%
Cc1[nH]c2ccccc2c(=O)c1CN(C)Cc1ccccc1	-0.4%	1	2%	2%	-1%	?	-10%	-1%	?	-6%	0%
CCCOc1ccc2c3c(c(=O)oc2c1)CCCC3	-0.9%	26	2%	-2%	21%	1%	-3%	0%	24%	0%	24%
CCN(C(=O)COC(=O)c1cnc(C)cn1)C1CCS(=O)(=O)C1 (centres undefined)	-0.5%	1	0%	3%	9%	-10%	17%	0%	-1%	-4%	-3%
O=C1CS/C(=N\NC(=O)c2ccccc2)N1	-0.1%	-2	0%	4%	14%	0%	0%	-1%	-6%	-1%	0%
CCN1CCN(CC(=O)Nc2cc3c(cc2C(C)=O)OCO3)CC1	-0.3%	0	-11%	7%	-11%	-2%	2%	-7%	2%	-2%	-4%
COc1ccccc1-c1csc(-n2ncc(C#N)c2N)n1	3.6%	-1	.	.	.	11%	-26%	-20%	-1%	.	.
CCn1c(SCc2nc3ccccc3c(=O)[nH]2)nc2ccccc2c1=O	-0.5%	2	7%	-2%	15%	0%	3%	2%	-5%	-1%	-25%
O=C(c1ccccc1)[C@@H]1[C@@H]2C(=O)N(c3ccc(F)cc3)C(=O)[C@@H]2C2CCCN21 (some centres undefined)	?	1	?	-4%	-64%[inhibitor]	2%	6%	10%	-10%	?	-71%
COc1ccc(C)cc1NC(=O)C(OC(=O)CNC(=O)c1cc(C)cc(C)c1)c1ccccc1 (centres undefined)	3.0%	-2	2%	-4%	13%	-1%	-2%	3%	-3%	-1%	-22%
O=C(Nc1ccc(Cl)c(NC(=O)c2cccs2)c1)c1ccco1	2.2%	19	14%	-5%	14%	-8%	2%	-3%	.	-11%	-58%
Cc1cc(/C=C(\C#N)C(=O)O)c(C)n1CCC(C)C	-0.2%	1	-4%	12%	3%	1%	-7%	5%	1%	-2%	22%
CCCn1c(SCC(=O)Nc2ccc3c(c2)OCO3)nc2c1c(=O)n(C)c(=O)n2C	-4.0%	-7	-1%	0%	29%[7.66 µM]	-5%	11%	3%	4%	-3%	-16%
COc1ccc(C(CNC(=O)C(C)Oc2ccc(Br)cc2)N2CCOCC2)cc1 (centres undefined)	0.2%	6	-4%	2%	-10%	0%	-11%	0%	1%	-1%	-7%
O=C(NCc1ccc(Cl)c(Cl)c1)c1ccc2c(c1)OCO2	0.0%	?	1%	1%	-22%	4%	-12%	-4%	11%	-1%	1%
COc1ccc(-c2ccc(CCC(=O)O)n2CC2CCCO2)cc1 (centres undefined)	0.2%	-1	-5%	225%[activator]	6%	-1%	10%	-2%	1%	2%	-11%
CCOC(=O)N1CCN(S(=O)(=O)c2ccc(C)c(C)c2C)CC1	-1.1%	5	11%	1%	4%	0%	-3%	2%	-2%	-3%	-3%
COc1cccc(C(=O)Nc2ccc(S(=O)(=O)Nc3cc(C)nc(C)n3)cc2)c1	0.1%	3	-1%	-5%	26%	0%	-3%	3%	-3%	-4%	-17%
Cc1ccc(OCC(=O)Nc2cccc3c2CCCC3)cc1C	.	.	-2%	-6%	-3%	.	.	.	.	-3%	-21%
